From PubChem BioAssay
HP1b binding inh: blocks HP1-beta chromodomain binding to methylated histone tails. AID 540317. Potency, µM (highest dose often 114 µM), for inactives: at the top dose activity change, negative = inhibition, most hits filed as inhibitors. 390,000 compounds, 0.56% hits. AlphaScreen HP1-beta / biotin-H3K9me3 peptide binding. P83916; note: potency is the fitted concentration of half-maximal effect; nearly all actives have a fitted effect of over 70% in size; inactives centre near 23
Target sequence (P83916 whole entry, looked up): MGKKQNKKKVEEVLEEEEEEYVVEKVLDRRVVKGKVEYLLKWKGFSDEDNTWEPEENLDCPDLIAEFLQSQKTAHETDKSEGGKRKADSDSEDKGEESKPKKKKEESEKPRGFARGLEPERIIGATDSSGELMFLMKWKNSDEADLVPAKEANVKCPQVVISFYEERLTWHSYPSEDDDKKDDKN
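HP1-beta protein (50 nM final) preincubated 30 min at room temperature with biotinylated H3(1-18)K9me3 peptide (50 nM) in PBS pH 7.4, 0.01% Tween-20, then compound added for 30 min. AlphaScreen streptavidin donor/nickel chelate acceptor beads (10 ug/mL final), 30 min dark, luminescence read.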
Pin1 inhibitor: human Pin1 inhibition. Q13526. Pin1 FP peptide displacement, HiFluor488, 10 min. Potency, µM (titrated, usually from 115 µM), without a hit: top-dose activity, negative = inhibition, actives largely listed as inhibitors. 390,000 compounds, 0.009% hits; active = well fitted inhibition curve with a large enough effect in the polarisation, with a control signal flat, not every such curve was filed as active; inconclusive = small, poorly fitted or top-dose-only effect, or effect the other way, or a change in a side signal; inactive = no such curve, though single readings can be large or run the other way; the % refers to the polarisation; note: potency is the fitted concentration of half-maximal effect; % is set by controls: 0 for no effect and ±100 for the full control effect
Target sequence (Q13526 whole entry, looked up): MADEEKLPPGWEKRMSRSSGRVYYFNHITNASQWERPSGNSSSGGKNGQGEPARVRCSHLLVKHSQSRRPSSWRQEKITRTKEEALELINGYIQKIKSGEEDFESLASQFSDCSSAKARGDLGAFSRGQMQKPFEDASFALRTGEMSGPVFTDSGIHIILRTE
POLH inh: DNA polymerase eta (human) inhibition. 390,000 compounds, 1.2% hits. Potency, µM (series often up to 114 µM), without a hit: at the top dose activity change, negative = inhibition, usual class: inhibitors. recombinant Pol eta, fluorescent DNA replication assay. AID 588591; note: potency is the fitted concentration of half-maximal effect; % is set by controls: 0 for no effect and ±100 for the full control effect
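Pol eta at 10 nM preincubated with compounds 15 min at room temperature; reaction started with fluorescent substrate (50 nM final) and read kinetically at 0 and 10 min.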
PI4K2A block: inhibitors of human PI4K2A. Q9BTU6. 420,000 compounds, 0.13% hits. AID 1346378. activity change, negative = inhibition, % at 76.9 µM. purified PI4K2A, ADP-Glo luminescence, 1 h; active compounds read low; in the data active = activity change below about -50%; inconclusive = mostly about -30% to -49%;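 note: -100% = wells without enzyme as full effect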
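PI4K2A activity was measured by ADP-Glo luminescence: enzyme (4 ug/mL stock) and phosphatidylinositol (1.2 mM stock) in Tris pH 7.5/MgCl2/EGTA/Triton X-100 buffer were reacted with ATP (300 microM stock) for one hour at ambient temperature.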
G9a inh: blocks human histone lysine methyltransferase G9a; G9a H3K9 monomethylation, AlphaScreen, 2 h; Potency, µM (series often up to 102 µM), inactives show top-dose activity, negative = inhibition, actives largely listed as inhibitors; 350,000 compounds, 8.8% hits; AID 504332; note: potency is the fitted concentration of half-maximal effect; % is set by controls: 0 for no effect and ±100 for the full control effect; nearly all actives have a fitted effect of over 75% in size
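Readings reflect AlphaScreen signal from monomethyl-H3K9 antibody detection. HMT at 20 nM; substrate b-H3K9 500 nM; cofactor SAM 20 uM; 2 h RT reaction; compounds tested as titrations in qHTS with 15 min preincubation.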
JMJD2A Tudor: inhibitors of human JMJD2A Tudor domain; AlphaScreen JMJD2A-Tudor / H3K4me3 peptide binding; Potency, µM (titrated, usually from 114 µM), for inactives: top-dose activity change, negative = inhibition, hits mostly inhibitors; 390,000 compounds, 4.4% hits; AID 504339; note: potency is the fitted concentration of half-maximal effect; % is set by controls: 0 for no effect and ±100 for the full control effect; nearly all actives have a fitted effect of over 50% in size
GLS inhibitor: blocks human kidney-isoform glutaminase activity; AID 624170; 410,000 compounds, 0.21% hits; O94925; Potency, µM (doses to about 45.5 µM), without a hit: at the highest dose activity change, negative = inhibition, usual class: inhibitors; GLS enzymatic activity, qHTS titration; note: potency is the fitted concentration of half-maximal effect; % is set by controls: 0 for no effect and ±100 for the full control effect
Target sequence (O94925 whole entry, looked up, canonical isoform): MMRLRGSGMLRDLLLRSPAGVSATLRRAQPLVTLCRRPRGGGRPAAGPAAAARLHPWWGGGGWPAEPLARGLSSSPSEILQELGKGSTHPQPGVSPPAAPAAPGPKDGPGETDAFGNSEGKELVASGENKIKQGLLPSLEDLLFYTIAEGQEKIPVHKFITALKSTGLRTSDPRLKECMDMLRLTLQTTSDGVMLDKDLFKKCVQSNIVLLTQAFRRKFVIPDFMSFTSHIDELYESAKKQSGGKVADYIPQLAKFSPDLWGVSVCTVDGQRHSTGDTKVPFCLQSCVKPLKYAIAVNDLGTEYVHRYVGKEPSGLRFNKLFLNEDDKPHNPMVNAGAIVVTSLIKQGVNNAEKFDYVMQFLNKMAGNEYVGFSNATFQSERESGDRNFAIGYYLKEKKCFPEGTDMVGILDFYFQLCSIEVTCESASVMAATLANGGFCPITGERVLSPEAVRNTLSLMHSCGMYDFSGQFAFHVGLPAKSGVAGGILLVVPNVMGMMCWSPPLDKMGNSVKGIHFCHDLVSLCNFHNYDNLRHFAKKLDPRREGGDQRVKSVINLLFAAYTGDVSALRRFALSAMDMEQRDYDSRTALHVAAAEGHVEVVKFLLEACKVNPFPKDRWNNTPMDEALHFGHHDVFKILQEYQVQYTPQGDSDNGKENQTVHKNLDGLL
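hKGA; 45 mM KH2PO4 pH 8.2 + 0.02% Tween-20; cpd via pin tool; 1 mM Gln soln; GluOx/HRP/Amplex Red; RT 30 min; fluor. t0 & final.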
PGK inhibitor: T. brucei PGK inhibition; P07378; PGK/GAPDH coupled, Kinase-Glo luminescence, 60 min; Potency, µM (titrated, usually from 57.5 µM), for the others: at the top dose activity change, negative = inhibition, most hits filed as inhibitors; 380,000 compounds, 0.043% hits; AID 602233; note: potency is the fitted concentration of half-maximal effect; % is set by controls: 0 for no effect and ±100 for the full control effect; nearly all actives have a fitted effect of over 60% in size
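Recombinant glycosomal PGK reaction used 1,3-bisphosphoglycerate generated in-well by GAPDH (100nM final) in 100mM TEA pH 7.6, 5mM MgCl2, 0.01% Tween-20. After 60 minutes at room temperature, ATP was read by Kinase-Glo Plus luminescence end-point.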
BAZ2B inh: BAZ2B (human) inhibition; AlphaScreen BAZ2B-H3K14Ac peptide displacement; Potency, µM (doses to about 114 µM), without a hit: top-dose activity change, negative = inhibition, actives largely listed as inhibitors; 360,000 compounds, 4.4% hits; AID 504333; note: potency is the fitted concentration of half-maximal effect; % is set by controls: 0 for no effect and ±100 for the full control effect; nearly all actives have a fitted effect of over 60% in size
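Protein-peptide AlphaScreen: BAZ2B 50 nM, b-H3K14Ac 50 nM, 1x PBS pH 7.4 + 0.01% Tween-20. Preincubation 30 min RT; cpd 30 min RT (top 110 uM); beads 20 min RT, light-protected.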
Active calls of the source: *; i = inactive; ? = inconclusive; . = no result given; [ ] = dose if it differs, or a comment. Unless noted, calls come from the whole dose curve; as a rule, active = well fitted curve in the direction sought with a large enough effect; inconclusive = small, poorly fitted or top-dose-only effect, or another doubt; inactive = no such curve, though single readings can be large; an effect the other way counts as inactive or inconclusive. This is a subset; count on the stated rates, not on these rows.

no. | HP1b binding inh | Pin1 inhibitor | POLH inh | PI4K2A block | G9a inh | JMJD2A Tudor | GLS inhibitor | PGK inhibitor | BAZ2B inh | smiles
1 | 69%[activator] | 37%[activator] | -16% | -5 | 30%[59 µM] | 5% | 2% | -7% | 14% | CCCCc1ccc(C(=O)Nc2ccc3nc(N(CC)CC)cc(C)c3c2)cc1
2 | 6% | -3% | -18% | 2 | -35% | -15% | -8% | i | -28% | CCCCSCCCNC(=O)c1ccc2c(c1)N(CC)C(=O)c1ccccc1S2=O (centres undefined)
3 | 32% | -9% | 10% | 3 | 13%[59 µM] | -11%[11.4 µM] | 5% | -2% | -6% | CC(C)CCN1CCN(Cc2ccoc2)CC1CCO (centres undefined)
4 | 11% | -4% | -7% | 2 | ? | -14% | 4% | i | -11% | CCN(CC(=O)NCc1ccc(Cl)cc1)C(=O)CSCC(=O)Nc1ccc(C)cc1
5 | 35% | 0% | -24% | 0 | -2% | -9% | -5% | 8% | -9% | CC1(C(=O)OCC(=O)NC(=O)NCc2ccccc2)CC1(Cl)Cl (centres undefined)
6 | 15% | -7% | -20% | 7 | 13% | 40µM* | 19% | i | 56µM* | O=C(CSC1=NNC(c2ccccn2)S1)Nc1ccc(C(F)(F)F)cc1 (centres undefined)
7 | 27% | 5% | -11% | 1 | -36% | -30% | -1% | -7% | . | O=C(CSc1ncccn1)NC(=O)NCc1ccco1
8 | 39%[activator] | 0% | -5% | -71* | 5%[0.501 µM] | -4% | -6% | ? | 38%[activator] | COc1ccccc1C(=O)Nc1nc2ccccc2s1
9 | 37% | 18% | -22% | -4 | 6%[59 µM] | 4% | 2% | -6% | 11% | Cc1ccc(-n2c(=O)c3cccnc3n2CC(=O)NCc2ccc(F)cc2)cc1C
10 | 44%[activator] | -6% | -3% | -4 | ? | -23% | 3% | -3% | -9% | CCN(C(=O)CN1C(=O)S/C(=C\c2ccc(Cl)cc2)C1=O)C1CCS(=O)(=O)C1 (centres undefined)
11 | 54%[activator][57 µM] | -3% | -4% | -17 | . | 116%[activator] | -5% | -5% | . | O=C(c1ccccc1)C1(c2ccccc2)OC1c1ccccc1 (centres undefined)
12 | 35% | -10% | -15% | -1 | -42%[12.7 µM] | -24% | -4% | -9% | 10% | CCOC(=O)C1CCN(c2cc(C)nc3cc(-c4cccc(F)c4)nn23)CC1
13 | 28% | -4% | -6% | -1 | -22% | 5% | -10% | -2% | 8% | C/C(=N\OCC(=O)OCC(=O)NC(=O)c1ccccc1)c1ccc2c(c1)OCO2
14 | 7% | 4% | -5% | 0 | 9%[59 µM] | ? | 2% | 5% | ? | O=C(NNS(=O)(=O)c1ccccc1)c1cc2cc3ccccc3nc2s1
15 | 12% | -11% | -3% | 5 | -16% | -14% | 2% | -2% | -4% | CCOc1ccccc1N(CC(=O)NCC1CCCO1)C(=O)CCC(=O)Nc1ccccn1 (centres undefined)
16 | 2% | 4% | -3% | 7 | -10%[59 µM] | -20% | 7% | -9% | 6% | Cc1cn(S(=O)(=O)c2cc(Br)ccc2Br)cn1
17 | 21% | 24% | -10% | -1 | -37% | -8% | 0% | -2% | -18% | COC(=O)c1ccc(COc2ccc(-c3nnn(CC(N)=O)n3)cc2)cc1
18 | 29% | -2% | -7% | 8 | 3% | 1% | -4% | 0% | 12% | O=C(Nc1ccc(NC(=O)c2ccc(Cl)cc2Cl)cc1)c1ccc2c(c1)OCO2
19 | 25% | -1% | -18% | 2 | -3%[59 µM] | -19% | 13% | -11% | -4% | N#CCC(=O)N/N=C1\CCCCC1C1CCCCC1 (centres undefined)
20 | 26% | -7% | 5% | -2 | 10%[59 µM] | -1% | -1% | -5% | -36% | CC(=O)N1c2ccc(S(=O)(=O)N3CCC(C(=O)Nc4cc(C)ccn4)CC3)cc2CC1C (centres undefined)
21 | -31% | ? | ? | -5 | 50µM* | 79µM* | 3% | -4% | 11µM* | CCOC(=O)c1[nH]cnc1N=Nc1c(O)ccc2ccccc12
22 | 13% | -12% | -19% | 0 | . | -20% | 5% | -4% | 9%[57.1 µM] | CCc1cc(=O)oc2cc(C)cc(OCC(=O)NC(Cc3ccc(Cl)cc3)C(=O)O)c12 (centres undefined)
23 | 20% | -1% | -6% | 1 | 7%[59 µM] | -18% | 38%[activator] | -4% | . | CCC(=O)N1CCc2cc(S(=O)(=O)CCC(=O)N3CCN(c4cccc(C)c4)C(C)C3)ccc21 (centres undefined)
24 | 79%[activator] | -4% | 2% | -3 | 49%[activator] | 68%[activator] | -2% | -9% | 31% | CCOC(=O)c1oc2cc(C)cc(C)c2c1C
25 | 36% | 0% | 6% | 1 | -13%[59 µM] | -9% | 14% | -7% | -2% | CCCCNC(=O)CSc1nnc(-c2ccco2)n1C
26 | 9%[57 µM] | -1% | -20% | 2 | -7% | -11% | -7% | i | -18% | COc1ccc(OC)c(CNS(=O)(=O)c2cc(-c3cc(C)no3)ccc2OC)c1
27 | 36% | 4% | -5% | 5 | -64%[59 µM] | -4% | 4% | i | -4% | CCn1c(C)cc2c(c1=O)C(c1ccccc1)C(C(=O)OC)=C(N)O2 (centres undefined)
28 | 8% | 10% | ? | 3 | -10%[59 µM] | -11%[57.1 µM] | 3% | 19% | -5% | Cc1ccc(S(=O)(=O)N2CCOCC2)cc1C(=O)NCCN1C(=O)S/C(=C\c2ccccc2Cl)C1=O
29 | -3% | 7% | -1% | 6 | 17% | -20% | 4% | -1% | -5% | CCC(=O)Nc1cccc(NC(=O)c2ccc(Br)cc2)c1
30 | 22% | 6% | -22% | -7 | 20µM* | -16% | -4% | -2% | -2% | CC(=O)c1ccc(OCC(=O)Nc2cccc(S(=O)(=O)N3CCCC3)c2)cc1
31 | 11% | -2% | 7% | -1 | -45% | -16% | 36%[activator] | -2% | -3% | CC1=C(C(=O)Nc2ccccn2)C(c2ccc(F)cc2)n2ncnc2N1 (centres undefined)
32 | 11% | -3% | -16% | 2 | 12%[12.7 µM] | -13% | 2% | -1% | -5% | O=C(c1ccc(Cn2cc(Br)cn2)o1)N1N=C(C(F)F)CC1(O)C(F)F (centres undefined)
33 | 22% | 0% | -2% | -1 | -1%[59 µM] | -5% | -3% | -4% | -1% | O=C(N/N=C/c1ccc2c(c1)OCO2)c1cccc2ccccc12
34 | 18% | -4% | -6% | -1 | -30% | 7% | -6% | i | -9% | O=C(NCc1ccccc1Cl)C1CCN(C(=O)c2ccco2)CC1
35 | 71%[activator] | 4% | 0% | 5 | 18% | -19% | 8% | 2% | -8% | O=C(Cn1c(=O)oc2ccccc21)Nc1ccccc1C(F)(F)F
36 | 24% | 4% | 5% | -5 | -7% | -8% | 6% | 7% | -20% | Cc1ccc(Cl)cc1N1CCN(C(=O)C(=O)N2CCCCC2)CC1
37 | 6% | 1% | -19% | 0 | 5% | ? | 5% | -10% | -31% | CC1(C)SC(=S)N(NC(=O)Nc2ccccc2)C1N(O)C(=O)Nc1ccccc1 (centres undefined)
38 | 15% | ? | -4% | -4 | 11% | -8% | 15% | i | -11% | CC(=O)c1cccc(NC(=O)/C(=C\c2ccco2)NC(=O)c2ccco2)c1
39 | 31% | -2% | -13% | 0 | 10%[59 µM] | -8% | -9% | -1% | -14% | CN(C)C(=O)N1CCCC(C(=O)NCc2cccs2)C1 (centres undefined)
40 | -9% | -7% | -3% | 5 | -5%[59 µM] | -31% | 7% | 0% | -2% | Cc1oc2ccc(O)c(CN3CCN(C)CC3)c2c1C(=O)Nc1cccc(Cl)c1C
41 | -10% | . | ? | 2 | ? | ? | 0% | -3% | ? | COc1ccc(-c2nn(-c3ccccc3)cc2/C=C\C(=O)Nc2ccc(C(=O)O)cc2)cc1

Shown with two lines to a compound: entries from further up
Below each compound – HP1b binding inh	Pin1 inhibitor	POLH inh	PI4K2A block	G9a inh	JMJD2A Tudor	GLS inhibitor	PGK inhibitor	BAZ2B inh
(34) O=C(NCc1ccccc1Cl)C1CCN(C(=O)c2ccco2)CC1
    18%	-4%	-6%	-1	-30%	7%	-6%	i	-9%
(35) O=C(Cn1c(=O)oc2ccccc21)Nc1ccccc1C(F)(F)F
    71%[activator]	4%	0%	5	18%	-19%	8%	2%	-8%
(36) Cc1ccc(Cl)cc1N1CCN(C(=O)C(=O)N2CCCCC2)CC1
    24%	4%	5%	-5	-7%	-8%	6%	7%	-20%
(37) CC1(C)SC(=S)N(NC(=O)Nc2ccccc2)C1N(O)C(=O)Nc1ccccc1 (centres undefined)
    6%	1%	-19%	0	5%	?	5%	-10%	-31%
(38) CC(=O)c1cccc(NC(=O)/C(=C\c2ccco2)NC(=O)c2ccco2)c1
    15%	?	-4%	-4	11%	-8%	15%	i	-11%
(39) CN(C)C(=O)N1CCCC(C(=O)NCc2cccs2)C1 (centres undefined)
    31%	-2%	-13%	0	10%[59 µM]	-8%	-9%	-1%	-14%
(40) Cc1oc2ccc(O)c(CN3CCN(C)CC3)c2c1C(=O)Nc1cccc(Cl)c1C
    -9%	-7%	-3%	5	-5%[59 µM]	-31%	7%	0%	-2%
(41) COc1ccc(-c2nn(-c3ccccc3)cc2/C=C\C(=O)Nc2ccc(C(=O)O)cc2)cc1
    -10%	.	?	2	?	?	0%	-3%	?
